# Assay outcomes from PubChem.
# DSG3 Ab inh: inhibitors of pemphigus antibody binding to DSG3, primary screen, biochemical, bead-based, flow cytometry, scFv-GFP; binding (percent of control), % at 10 µM; AID 588358, 2011; actives 0.48% (n = 310,000); DSG3-coupled beads, scFv-anti-DSG3-GFP binding; hits give low values;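 active means binding more than 3 SD below its plate's average and above zero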;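 further: hits lower antibody fragment binding to DSG3; some compounds called inactive have numbers as strong as hits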
# Target sequence (P32926 whole entry, looked up, the tested form may be a part): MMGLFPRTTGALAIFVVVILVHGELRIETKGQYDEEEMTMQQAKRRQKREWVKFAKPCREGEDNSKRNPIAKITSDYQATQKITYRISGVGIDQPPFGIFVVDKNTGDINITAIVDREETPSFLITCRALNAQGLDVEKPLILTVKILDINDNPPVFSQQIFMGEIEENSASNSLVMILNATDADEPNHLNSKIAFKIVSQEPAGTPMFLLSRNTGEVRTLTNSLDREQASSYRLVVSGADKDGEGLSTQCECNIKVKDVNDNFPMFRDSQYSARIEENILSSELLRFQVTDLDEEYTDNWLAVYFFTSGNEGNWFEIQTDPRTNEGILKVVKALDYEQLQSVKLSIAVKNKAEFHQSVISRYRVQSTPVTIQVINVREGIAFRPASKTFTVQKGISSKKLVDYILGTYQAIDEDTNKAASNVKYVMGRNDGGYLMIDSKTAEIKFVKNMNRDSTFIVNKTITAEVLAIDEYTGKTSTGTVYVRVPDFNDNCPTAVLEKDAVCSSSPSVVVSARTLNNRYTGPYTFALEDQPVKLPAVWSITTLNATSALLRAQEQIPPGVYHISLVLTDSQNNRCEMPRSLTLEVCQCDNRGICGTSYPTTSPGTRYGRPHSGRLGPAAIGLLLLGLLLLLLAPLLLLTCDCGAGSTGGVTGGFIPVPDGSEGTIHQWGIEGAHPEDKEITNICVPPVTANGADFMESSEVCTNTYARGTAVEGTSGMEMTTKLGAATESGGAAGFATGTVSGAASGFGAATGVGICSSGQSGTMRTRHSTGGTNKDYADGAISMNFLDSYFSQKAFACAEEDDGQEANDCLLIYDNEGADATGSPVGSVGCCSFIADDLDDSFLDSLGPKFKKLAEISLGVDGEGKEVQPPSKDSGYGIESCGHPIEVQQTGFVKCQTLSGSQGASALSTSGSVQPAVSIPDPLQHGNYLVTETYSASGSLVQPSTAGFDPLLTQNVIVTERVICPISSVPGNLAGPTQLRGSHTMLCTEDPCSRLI
# PKA-R2B act: activators of PKA-R2B holoenzyme, primary screen, biochemical, fluorescence polarization, Cy5-IP20, human; activation, % at 11.4 µM; cAMP-dependent protein kinase catalytic subunit beta (Homo sapiens) + cAMP-dependent …; PKA-R2B holoenzyme dissociation; R2B truncated from residue 108, S112A mutant; 0% DMSO only, 100% 113 µM cGMP; actives 0.079% (n = 340,000); AID 504700, 2011;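 active means activation above a cutoff set at the mean over all compounds plus 3 SD, cut at about 18% in these data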;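 further: higher means more holoenzyme dissociation and a rise in polarization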
# SR-BI DiI inh: inhibitors of SR-BI mediated HDL lipid uptake, primary screen, ldlA[mSR-BI] cells, fluorescence, single point | inhibition, % at 12.5 µM | Scavenger receptor class B member 1 (Mus musculus), Q61009 | ldlA[mSR-BI] CHO cells, DiI-HDL uptake fluorescence, 3 h | actives 0.96% (n = 320,000);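 active means mean replicate inhibition of at least 70% and a set share of replicates each scoring 70 or more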;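 further: 0% = median of neutral control wells and 100% = median of positive control wells; values of inactives mirror those of a sister screen read the other way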
# PKA-R1A act: activators of PKA-R1A holoenzyme, primary screen, biochemical, fluorescence polarization, Cy5-IP20, bovine R1A, mouse PKAc. cAMP-dependent protein kinase type I-alpha regulatory subunit (Bos taurus) + …. PKA-R1A dissociation; scaled: DMSO 0%, 113 µM cGMP 100%. activation, % at 11.4 µM. actives 0.083% (n = 340,000). AID 504707, 2011;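 active means percent activation above the mean of all tested compounds plus 3 SD, cut at about 19% in these data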;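 further: higher means more PKAc released from R1A so a rise in polarization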
# MITF TRPM1 HTS: activators of MITF-driven TRPM1 promoter reporter, primary screen, cell-based, SK-MEL-5, luciferase, single point | activation, % at 12.5 µM | actives 0.75% (n = 300,000) | SK-MEL-5 TRPM1-promoter luciferase, 24 h; % of positive control, neutral wells = 0;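 active means mean activation of at least 80% with every replicate also reaching 80%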;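 further: 0% = neutral control wells and 100% = parthenolide positive control wells; values of inactives mirror those of a sister screen read the other way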
# Mot1-301 SUMO: yeast Mot1-301 growth rescue at high temperature, primary screen, SUMOylation pathway inhibitor project, S. cerevisiae, ATP luminescence, 38.5C; S. cerevisiae Mot1-301 growth rescue; percent above DMSO median, 100 means doubled; growth rescue, % at 18.8 µM; actives 1% (n = 320,000); AID 2716, 2010;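 active means every valid replicate shows activation above 250% relative to neutral control wells; inactive means the rest, any valid replicate at or below 250%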;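 further: OY570 slx delta 5 strain wells were the positive control but not used for scaling; some compounds called inactive have numbers as strong as hits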
# NSD2 inh: NSD2 histone methyltransferase inhibitors, primary screen, biochemical, AlphaScreen, single concentration, set 2. inhibition, % at 12.5 µM. NSD2 peptide methylation, 120 min. actives 0.54% (n = 310,000); in the data active means inhibition above about 50%
# CDK5 p35 inh: inhibitors of human CDK5/p35 kinase, primary screen, biochemical, single concentration. actives 0.01% (n = 330,000). AID 488839, 2010. inhibition, % at 10 µM. Cyclin-dependent kinase 5 (Homo sapiens) + Cyclin-dependent kinase 5 activator 1 (Homo …. Recombinant CDK5/p35, ADP-Glo luminescence, 60 min;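 active means highest replicate inhibition of at least 50% and at least 75% of replicates reaching 50%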;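 further: plate controls were DMSO neutral control for no effect and GW8510 at 10 µM for full effect; many of its hits are not listed in these tables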
# Arr AP2 block: inhibitors of beta-arrestin/AP2 binding, primary screen, biochemical, GPCR trafficking, flow cytometry. inhibition, % at 10 µM. FITC-arrestin peptide / GST-AP2 beads; AP2 beta2 appendage carries R879A mutation. actives 0.31% (n = 340,000);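 active means inhibition above a set limit, near 3 SD of compounds lacking own fluorescence, cut at about 54% in these data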;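 further: plate controls were DMSO wells for no effect and 5 µM unlabelled arrestin peptide for full effect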
#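 System: GST-tagged AP2 beta2-adaptin appendage (R879A) on 4 µm glutathione beads / Reagent: FITC-arrestin peptide, 50 nM / Detection: HyperCyt-sampled flow cytometry, FL1 channel, ex 488/em 535 nm / Timing: 12 min plus 1 h, RT / Buffer or medium: PBS plus Tween 20 (0.05%) and BSA (0.1%)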
# SR-BI uptake up: activators of SR-BI mediated DiI-HDL uptake, primary screen, ldlA[mSR-BI] CHO cells, DiI fluorescence; 3 h; 100 = double the neutral-control signal; activation, % at 12.5 µM; actives 0.096% (n = 320,000); AID 504775, 2011;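 active means mean replicate activation of at least 60% and every replicate at or above 60%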;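 further: 0% = median plate neutral-control signal and 100% = twice that signal; values of inactives mirror those of a sister screen read the other way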
#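 System: LDL receptor-deficient CHO ldlA cells overexpressing murine SR-BI | Timing: 3 h uptake period with compound, 37 °C | Medium: HEPES-buffered (25 mM, pH 7.4) F12 plus 0.5% BSA | Dosing: Single-point compound dose | Signal: Bottom-read fluorescence, 550/595 nm | Read-out: Retained DiI signal reflecting DiI-HDL uptake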
# dFosB activator: activators of delta FosB homodimer, primary screen, biochemical, fluorescence polarization, TAMRA-CDK5 oligo, single point; activation, % at 25 µM; purified delta FosB; percent of positive-control signal above neutral wells; actives 0.99% (n = 340,000); AID 493131, 2011;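 active means mean activation above about 17%, with every replicate also reaching it, limit read from the data, passing the limit was not always enough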;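 further: fluorescence polarization rise as delta FosB binds a TAMRA Cdk5 AP-1 oligo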
# Starred values were filed as active, the others as inactive; / = no result given.
nr	canonical_smiles	DSG3 Ab inh	PKA-R2B act	SR-BI DiI inh	PKA-R1A act	MITF TRPM1 HTS	Mot1-301 SUMO	NSD2 inh	CDK5 p35 inh	Arr AP2 block	SR-BI uptake up	dFosB activator
1	O=[N+]([O-])c1ccc2c(c1N1CCCCC1)=NC1(CCCCC1)[N+]=2[O-]	/	6	-3	-3	/	3	29	3.9	25	3	1
2	COc1ccc(S(=O)(=O)Nc2cc3c4c(c2)CCN4C(=O)CC3)cc1C	97	-1	6	-6	3	26	1	0.4	0	-6	-10
3	CC(C)C1N=C2c3ccccc3N=C(SCc3cc(=O)n4cc(Cl)ccc4n3)N2C1=O (centres undefined)	78*	-10	-12	4	/	-29	/	-0.2	20	12	-12
4	CCc1ccc(C2C(C#N)=C(N)Oc3n[nH]c(CC(=O)OC)c32)cc1 (centres undefined)	102	-5	6	-1	2	20	-2	1.1	-3	-6	-13
5	C=CCN=C1N[C@@H](c2ccccc2)C(C(=O)OC)=C(C)N1CC	103	-5	5	12	-3	-26	/	1.2	-7	-5	1
6	COc1ccc(SC[C@H](Cc2ccccc2)N2CCN(CCc3ccccc3)CCC2=O)cc1	107	-12	4	3	-4	-23	/	0.0	-5	-4	-3
7	COc1ccccc1N1CCN(Cc2ccsc2)CC1	103	-3	-3	9	5	-16	2	0.0	10	3	-7
8	CC(C)c1ccccc1NC1=CC(=O)CC(C)(C)C1	94	-11	11	9	7	150	-5	1.2	0	-11	0
9	CCOCC(=O)Nc1nnc(Cc2ccc(OC)c(OC)c2)s1	/	5	-23	-4	/	-4	/	-0.3	7	23	-6
10	CCN(CC)C(=O)N1CCN(S(=O)(=O)c2c(C)cc(C)cc2C)CC1	100	-12	18	2	-4	8	-1	-0.5	8	-18	-4
11	COCCNC(=O)c1ccccc1NC(=O)C1COc2ccccc2O1 (centres undefined)	111	2	-4	6	/	2	1	0.7	28	4	-4
12	O=C(c1ccccc1)c1cn[nH]c1-c1ccccc1O	/	-6	-3	-5	5	-13	-3	1.0	3	3	1
13	COC(=O)c1ccc(Cn2nnc3c(=O)[nH]c(C4CCCN(S(=O)(=O)c5ccccc5Cl)C4)nc32)cc1 (centres undefined)	92	-3	-10	-2	-8	3	-2	-0.2	-1	10	-13
14	CC(=O)c1c(C)[nH]c(C(=O)Nc2cccc(C(F)(F)F)c2)c1C	/	-6	/	-1	48	-16	3	-0.9	25	/	-26
15	C=CCn1c(SCC(=O)N2CCCC2)nc2cc(C(=O)NCC3CCCO3)ccc2c1=O (centres undefined)	101	-8	-4	-3	0	7	1	0.3	8	4	-6
16	CCc1csc(CCNC(=O)C2CCC(=O)N(Cc3ccccc3F)C2)n1 (centres undefined)	102	7	-20	5	6	0	10	0.1	7	20	-8
17	COc1cccc(-c2nc(SC)nc3sc(C(=O)NC(C)(C)C)c(N)c23)c1	99	-3	46	-4	-8	-20	/	0.7	11	-46	2
18	COc1ccc(NC(=O)NCCN2C(=O)C3C4C=CC(C4)C3C2=O)cc1 (centres undefined)	107	5	-2	12	36	3	/	1.6	2	2	2
19	O=C(NNC(=S)Nc1ccccc1Cl)C1CC1	93	10	-15	7	0	-1	-4	-0.1	41	15	-2
20	COc1ccc(S(=O)(=O)N(C)c2ccc(C(=O)Nc3cccnc3)cc2)cc1OC	120	-3	11	7	13	-3	1	-0.5	13	-11	-3

# Copied from the listing (10 entries):
nr	canonical_smiles	DSG3 Ab inh	PKA-R2B act	SR-BI DiI inh	PKA-R1A act	MITF TRPM1 HTS	Mot1-301 SUMO	NSD2 inh	CDK5 p35 inh	Arr AP2 block	SR-BI uptake up	dFosB activator
1	O=[N+]([O-])c1ccc2c(c1N1CCCCC1)=NC1(CCCCC1)[N+]=2[O-]	/	6	-3	-3	/	3	29	3.9	25	3	1
2	COc1ccc(S(=O)(=O)Nc2cc3c4c(c2)CCN4C(=O)CC3)cc1C	97	-1	6	-6	3	26	1	0.4	0	-6	-10
3	CC(C)C1N=C2c3ccccc3N=C(SCc3cc(=O)n4cc(Cl)ccc4n3)N2C1=O (centres undefined)	78*	-10	-12	4	/	-29	/	-0.2	20	12	-12
4	CCc1ccc(C2C(C#N)=C(N)Oc3n[nH]c(CC(=O)OC)c32)cc1 (centres undefined)	102	-5	6	-1	2	20	-2	1.1	-3	-6	-13
5	C=CCN=C1N[C@@H](c2ccccc2)C(C(=O)OC)=C(C)N1CC	103	-5	5	12	-3	-26	/	1.2	-7	-5	1
6	COc1ccc(SC[C@H](Cc2ccccc2)N2CCN(CCc3ccccc3)CCC2=O)cc1	107	-12	4	3	-4	-23	/	0.0	-5	-4	-3
7	COc1ccccc1N1CCN(Cc2ccsc2)CC1	103	-3	-3	9	5	-16	2	0.0	10	3	-7
8	CC(C)c1ccccc1NC1=CC(=O)CC(C)(C)C1	94	-11	11	9	7	150	-5	1.2	0	-11	0
9	CCOCC(=O)Nc1nnc(Cc2ccc(OC)c(OC)c2)s1	/	5	-23	-4	/	-4	/	-0.3	7	23	-6
10	CCN(CC)C(=O)N1CCN(S(=O)(=O)c2c(C)cc(C)cc2C)CC1	100	-12	18	2	-4	8	-1	-0.5	8	-18	-4

# Later entries
nr	canonical_smiles	DSG3 Ab inh	PKA-R2B act	SR-BI DiI inh	PKA-R1A act	MITF TRPM1 HTS	Mot1-301 SUMO	NSD2 inh	CDK5 p35 inh	Arr AP2 block	SR-BI uptake up	dFosB activator
21	O=C(CC(=O)c1ccccc1O)c1ccc(F)cc1	/	-4	3	1	/	30	25	1.1	5	-3	-6
22	CC(=O)N1c2ccc(S(=O)(=O)CCC(=O)O)cc2CC1C (centres undefined)	100	1	2	-4	5	0	-1	-0.2	11	-2	4
23	O=C(Nc1ccc(C(F)(F)F)cc1)C1CCN(c2cnccn2)CC1	84	-12	-4	-4	8	24	-1	-0.1	-13	4	-3
24	Cc1ccc(/C=N/n2cnc3sc(C)c(C)c3c2=O)o1	78	12	-9	-1	13	2	-10	2.5	2	9	-12
25	CC12CCC(=O)C=C1CCC1C2C(O)CC2(C)C1CCC21OCC1=O (centres undefined)	120	10	-27	-7	-2	/	12	0.2	-18	27	-4
26	Cn1c(=O)c(C(=O)NNC(=O)c2cccc(Cl)c2)c(O)c2ccccc21	94	1	-5	2	-16	-9	0	-0.3	28	5	5
27	Cc1cc(OC(=O)c2cccc(Cl)c2)c([N+](=O)[O-])c(=O)[nH]1	91	3	-8	-7	3	184	-10	-0.9	-9	8	4
28	CCOc1ccc(N2CC(C(=O)Nc3cccc(C)c3C)CC2=O)cc1 (centres undefined)	94	-2	-19	-4	7	-24	1	0.9	0	19	1
29	CC(C)=CC(=O)N1CCCC(N2CCN(c3ccccc3C)CC2)C1 (centres undefined)	107	12	11	2	-14	-9	1	-0.3	16	-11	4
30	Cc1cc(C)c(S(=O)(=O)N2CCC(C(=O)NCc3ccco3)CC2)c(C)c1	103	-9	18	1	/	12	1	0.5	7	-18	0
31	CCNC(=S)N1CCC(C(=O)c2ccc3c(c2)OCCO3)CC1	104	-2	-11	-22	-14	16	-3	-2.5	-8	11	2
32	O=C(O)c1ccc(F)c(S(=O)(=O)Nc2ccccc2)c1	99	1	-20	-3	/	-5	-2	-0.9	6	20	-2
33	COc1cccc(/C=N/n2nnnc2N)c1	108	-5	-1	-7	2	98	-2	0.7	-11	1	2
34	CC(C)NC(=O)NC(=O)COC(=O)C1(C)CC1(Cl)Cl (centres undefined)	106	12	-8	0	20	-8	-4	1.1	9	8	-3
35	COc1ccc(/C=N/n2cnn(Cc3ccccc3Cl)c2=S)cc1	105	-3	-7	3	14	3	0	0.1	-6	7	1
36	Cc1ccc(C(=O)CSc2nnc(C)s2)cc1	99	5	-12	3	32	-12	-3	1.3	0	12	-2
37	CCc1c(C)nc2ncnn2c1N1CCC(C(=O)NCc2cccs2)CC1	102	-5	2	-4	-10	-6	0	0.3	1	-2	-2
38	COc1cccc(OCc2nnc(SCC(=O)NCc3ccco3)n2CCc2ccccc2)c1	93	1	10	-18	4	120	4	0.6	-16	-10	-7
39	CC(C)(C)NC(=O)CSc1nc(-c2ccccc2)c(-c2ccccc2)[nH]1	100	-3	24	1	-12	-15	2	0.2	-5	-24	-19
40	Cn1c(SCC(=O)c2ccccc2)nnc1-c1ccccn1	98	-5	-6	-4	/	-16	-3	5.8	4	6	-1
41	CNC(=O)C1C2C=CC3(O2)C1C(=O)N(C1CC1)C3C(=O)NCc1ccc(OC)cc1 (centres undefined)	95	-6	-7	-1	-1	-5	-1	0.1	26	7	0
42	Cc1c(C(=O)N2CCCCC2)sc(NC(=O)C(C)C)c1C#N	105	2	9	2	3	11	/	-2.7	-2	-9	-8
43	COC(=O)CSC1=C(C#N)C(c2ccccc2OC)C(C(=O)OC)C(=O)N1 (centres undefined)	104	10	-7	-3	-4	2	-1	0.0	0	7	-4
44	COc1ccc(C(CC(=O)NCc2ccccc2)Sc2n[nH]c(-c3ccccc3)n2)cc1 (centres undefined)	85	-3	4	-8	1	-5	-1	-5.9	-8	-4	-3
45	O=C(NCc1ccccc1)Nc1cccn(Cc2ccc(F)cc2)c1=O	102	-9	-1	6	-1	-10	7	1.0	-3	1	7
46	COc1ccc(CCNC(=O)C2CCCN(S(C)(=O)=O)C2)cc1OC (centres undefined)	103	-12	-4	-2	4	-8	1	1.0	14	4	-5
